Compound activity from PubChem BioAssay.
PTAP TSG101 blk = blocks PTAP/TSG101 interaction to inhibit HIV-1 budding; Q99816; Fluorescence polarization, FITC-PTAP peptide / Tsg101 binding; Potency, µM (titrated, usually from 115 µM), inactives show at the top dose activity change, negative = inhibition, most hits filed as inhibitors; 340,000 tested, under 10 active; AID 493005; active = well fitted inhibition curve with a large enough effect in the main read-out, with a control signal flat, not every such curve was filed as active; inconclusive = small, poorly fitted or top-dose-only effect, or effect the other way, or a change in a side signal; inactive = no such curve, though single readings can be large or run the other way; note: potency is the fitted concentration of half-maximal effect; % of control where 0% means no effect
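FP read-out: FITC-PTAP peptide, 50 nM final, binding Tsg101 binding domain, 10 uM final; 20 min, r.t.; 10 mM HEPES pH 7.5, 0.15 M NaCl, 0.01% Tween 20, 3 mM EDTA, 0.1 mM TCEP.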
a7 integrin act = activators of alpha7 integrin expression for muscular dystrophy; alpha7betagal myoblasts, beta-gal FDG fluorescence, 48 h; Potency, µM (highest dose often 38.3 µM), for the others: top-dose activation, usual class: activators; actives 0.064% (n = 350,000); AID 624291;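 note: potency is the fitted concentration of half-maximal effect; 100% = response of the positive control SU9516; nearly all actives have a fitted effect of over 60% in size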
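Alpha7betagal+/- myoblasts (passage 13) were plated 16-24 hr, then exposed to compounds (1:260 dilution of DMSO stock) for 48 hours at 37C. After MPER lysis, β-galactosidase reporter activity was read as FDG fluorescence (ex 480/em 540) after 30 minutes.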
BCR signal inh = inhibitors of chronic active B-cell receptor signaling; actives 0.05% (n = 340,000); AID 493014; Potency, µM (highest dose often 46.1 µM), for inactives: at the highest dose ratio change, negative = lower green/red ratio, most hits filed as inhibitors; ABC-DLBCL IkBa-CBG/CBR reporter, luminescence ratio, 4 h; active = well fitted inhibition curve with a large enough effect in the signal ratio, with a control signal flat, not every such curve was filed as active; inconclusive = small, poorly fitted or top-dose-only effect, or effect the other way, or a change in a side signal; the % refers to the signal ratio;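 note: potency is the fitted concentration of half-maximal effect; plate controls were basal doxycycline-induced cells for no effect and cells given 10 µM MG132 for full effect; MG132 reads +100%, hits lower the ratio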
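TMD8 human ABC-DLBCL cells with doxycycline-inducible IκBα–green luciferase fusion and unfused red luciferase, in 0.5% FBS medium; compounds up to 46 uM, 4 h at 37C. Green/red luminescence ratio, filter-overlap corrected, fitted to concentration-response curves.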
FBPA coupling cs = inhibits coupling enzyme system, counter-screen for aldolase hits | coupling enzyme system counterscreen, AmpLite Red fluorescence | activity change, negative = inhibition, % at 58.2 µM, hits read low | actives 0.67% (n = 290,000) | AID 2472; in the data active = activity change below about -30%; note: % is set by controls: 0 for no effect and ±100 for the full control effect
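First, compound is pin-transferred into glyceraldehyde-3-phosphate coupling-enzyme reagent at 57.5 uM final and held 10 min at RT. Next, substrate, coupling system and AmpLite Red are added. After 20 min RT, fluorescence (525/598 nm) is read.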
Tb PFK block = T. brucei PFK enzyme inhibition. O15648. T. brucei PFK, ADP-Glo luminescence. Potency, µM (top dose mostly 57.5 µM), for inactives: top-dose activity, negative = inhibition, actives largely listed as inhibitors. actives 0.17% (n = 330,000). AID 485367;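 note: potency is the fitted concentration of half-maximal effect; 0% = uninhibited 1x PFK enzyme wells and -100% = no-enzyme wells; nearly all actives have a fitted effect of over 60% in size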
Target sequence (O15648 whole entry, looked up): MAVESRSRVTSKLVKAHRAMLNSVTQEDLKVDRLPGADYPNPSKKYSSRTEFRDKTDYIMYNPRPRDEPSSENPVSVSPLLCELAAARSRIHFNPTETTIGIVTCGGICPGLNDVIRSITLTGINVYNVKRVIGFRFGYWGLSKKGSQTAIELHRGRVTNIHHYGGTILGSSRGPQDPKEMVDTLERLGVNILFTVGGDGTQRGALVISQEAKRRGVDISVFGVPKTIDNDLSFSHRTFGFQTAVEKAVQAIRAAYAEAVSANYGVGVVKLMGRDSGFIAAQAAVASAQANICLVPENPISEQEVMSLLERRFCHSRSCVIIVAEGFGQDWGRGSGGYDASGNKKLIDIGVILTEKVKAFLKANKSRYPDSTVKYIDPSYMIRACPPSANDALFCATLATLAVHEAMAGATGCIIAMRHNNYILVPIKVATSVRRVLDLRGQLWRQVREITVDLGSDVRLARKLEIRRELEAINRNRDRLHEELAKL
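Luminescent ADP detection (ADP-Glo, two-step: ATP depletion then ADP-to-ATP conversion for luciferase) reported PFK activity after 45 min room-temperature reaction of 1.25 nM enzyme with 0.5 mM F6P and 0.1 mM ATP at pH 8.0.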
S-ASM inh = inhibitors of human secretory acid sphingomyelinase | placental ASM, HMU-PC fluorogenic substrate, 60 min | P17405 | Potency, µM (highest dose often 57.5 µM), without a hit: top-dose activity change, negative = inhibition, actives largely listed as inhibitors | AID 504937 | actives 0.006% (n = 340,000); note: potency is the fitted concentration of half-maximal effect
Target sequence (P17405 47-631 limits assumed): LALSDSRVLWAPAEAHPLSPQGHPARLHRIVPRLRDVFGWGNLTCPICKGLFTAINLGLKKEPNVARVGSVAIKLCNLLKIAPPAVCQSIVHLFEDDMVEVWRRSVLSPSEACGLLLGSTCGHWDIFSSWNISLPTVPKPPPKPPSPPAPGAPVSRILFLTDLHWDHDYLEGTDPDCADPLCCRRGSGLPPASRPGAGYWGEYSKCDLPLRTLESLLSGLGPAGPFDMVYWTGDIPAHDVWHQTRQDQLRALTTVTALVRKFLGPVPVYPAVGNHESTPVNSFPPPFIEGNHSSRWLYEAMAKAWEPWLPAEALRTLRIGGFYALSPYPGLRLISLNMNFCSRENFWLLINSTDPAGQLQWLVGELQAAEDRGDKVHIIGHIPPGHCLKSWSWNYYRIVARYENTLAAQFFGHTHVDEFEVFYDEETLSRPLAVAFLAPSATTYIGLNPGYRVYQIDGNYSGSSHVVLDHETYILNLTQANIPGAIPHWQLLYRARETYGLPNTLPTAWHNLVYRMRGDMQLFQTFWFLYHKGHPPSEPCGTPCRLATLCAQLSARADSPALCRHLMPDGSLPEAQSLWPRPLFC
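HMU-PC0 cleavage (9 uM final) by human placental ASM, 60 min at 37 °C following 10 min compound exposure at RT; stopped at pH 10, fluorescence Ex 386/Em 447 nm.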
Menin MLL FP TR = displaces Texas Red mutant MLL peptide from human menin | O00255 | Menin + Texas Red MLL mutant peptide, fluorescence polarization | Potency, µM (series often up to 61.6 µM), for the others: at the top dose FP activity change, negative = inhibition, hits mostly inhibitors | actives 0.23% (n = 270,000); active = well fitted inhibition curve with a large enough effect in the polarisation, with a control signal flat, not every such curve was filed as active; inconclusive = small, poorly fitted or top-dose-only effect, or effect the other way, or a change in a side signal; inactive = no such curve, though single readings can be large or run the other way; the % refers to the polarisation; note: potency is the fitted concentration of half-maximal effect; % of control where 0% means no effect; many of its hits are not listed in these tables
GALK inhibitor = inhibitors of human galactokinase | actives 0.007% (n = 270,000) | P51570 | AID 1868 | Potency, µM (doses to about 57.5 µM), for the others: top-dose activity change, negative = inhibition, most hits filed as inhibitors | Purified GALK, Kinase-Glo residual ATP luminescence; note: potency is the fitted concentration of half-maximal effect; % is set by controls: 0 for no effect and ±100 for the full control effect
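Compounds were pin-transferred into ATP buffer (35 uM final), then GALK plus galactose (5 nM, 100 uM final) was added. After 1 h at room temperature, Kinase-Glo Plus was added and luminescence read after 10 min.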
Giardia kill = kills Giardia lamblia. actives 0.15% (n = 340,000). Giardia lamblia trophozoite viability. activity change, % at 7.66 µM, hits read low. AID 540267; in the data active = activity change below about -80%; inconclusive = between about -30% and that limit;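 note: parasites exposed to compound for two days anaerobically before the ATP read; % is set by controls: 0 for no effect and ±100 for the full control effect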
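Luminescent ATP signal served as the viability read-out, measured 15-30 min after adding ATP detection reagent to trophozoites that had been incubated with compounds for 48 hrs at 37 deg C anaerobically at 100 cells/well.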
PKM2 activator = activators of human pyruvate kinase M2; purified PKM2, Kinase-Glo ATP luminescence, activation; response scale: 0% is enzyme alone, no compound; Potency, µM (series often up to 57.5 µM), for inactives: at the highest dose activation, hits mostly activators; AID 1631; P14618; actives 0.34% (n = 260,000); note: potency is the fitted concentration of half-maximal effect; % is set by controls: 0 for no effect and ±100 for the full control effect; nearly all actives have a fitted effect of over 55% in size
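Kinase-Glo luminescence reports ATP generated from ADP (0.1 mM) and PEP (0.5 mM) by purified hPK-M2 after 1 h at room temperature, pH 7.2 imidazole buffer; intermediate enzyme activity allows detecting inhibitors and activators.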
B2AR arrestin = beta2AR (human) beta-arrestin recruitment activity | beta-arrestin recruitment to beta2AR, cell-based reporter | AID 492947 | P07550 | actives 0.02% (n = 330,000) | Potency, µM (highest dose often 46.1 µM), for inactives: at the highest dose activation, hits mostly activators;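 note: potency is the fitted concentration of half-maximal effect; 0% = DMSO controls and full agonism = EC100 isoproterenol or metaproterenol; nearly all actives have a fitted effect of over 65% in size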
Numbers without * were called inactive; ? = inconclusive; / = no result given; & = joins results of further samples; [ ] = another dose, or the depositor's remark. Unless noted, calls come from the whole dose curve; as a rule, active = well fitted curve in the direction sought with a large enough effect; inconclusive = small, poorly fitted or top-dose-only effect, or another doubt; inactive = no such curve, though single readings can be large; an effect the other way counts as inactive or inconclusive.

SMILES	PTAP TSG101 blk	a7 integrin act	BCR signal inh	FBPA coupling cs	Tb PFK block	S-ASM inh	Menin MLL FP TR	GALK inhibitor	Giardia kill	PKM2 activator	B2AR arrestin
CCC(C(=O)Nc1nc(C)c(C)s1)c1ccccc1 (stereo unspecified)	-1%	14%	4%	1	-18%	-2%	7%	4%	20	-10%	-0.1%
O=C1CCCC(O)=C1C(C#Cc1ccccc1)C1=C(O)CCCC1=O	-2%	-65%[inhibitor]	?	-2	10%	4%	0%	1%	-22	?	-0.1%
Cc1ccccc1NC(=O)c1ccccc1NC(=O)CCC(=O)O	1%	17%	?	1	-5%	4%	-4%	1%	-6	-2%	-3.2%
CCOC(=O)C1=C(C)N(CCCC(=O)O)C(=O)NC1c1ccccc1OS(=O)(=O)c1ccc(C)cc1 (stereo unspecified)	/	3%	0%	0	-5%	13%	7%	/	2	-3%	1.8%
Cc1ccc(C(O)c2nc3ccccc3n2C)cc1 (stereo unspecified)	-8%	5%	2%	1	-1%	9%	-1%	-5%	8	0%	0.2%
O=C(COc1cccnc1[N+](=O)[O-])NCc1ccc(F)cc1	-9%	-3%	0%	1	-11%	3%	4%	-1%	?	/	0.0%
Cc1ccnc(OC(C(=O)O)C(OCc2ccccc2)(c2ccc(F)cc2)c2ccc(F)cc2)n1 (stereo unspecified)	-2%	17%	?	9	-10%	3%	-5%	/	13	1%	0.2%
O=C1OCC2=C1C(c1ccc(F)cc1)Sc1ccccc1N2 (stereo unspecified)	-6%	1%	8%	-11	-1%	-10%	11%	-5%	24	-2%	-0.3%
COc1ccccc1C(=O)NCc1ccc2c(c1)OCO2	-9%	31%	3%	2	1%	2%	1%	0%	-15	3%	0.0%
Cc1cccc(NC(=S)N=Nc2c(O)n(CN3CCOCC3)c3ccccc23)c1C	1%	-61%[inhibitor]	?	-2	3%	-11%	?	0%	19	4%	?
O=C(CC(c1ccccc1)c1cc(Br)ccc1O)NCc1ccco1 (stereo unspecified)	-6%	-2%	5%	0	-4%	0%	9%	1%	10	14%	0.3%
O=C(/C=C/c1cccc([N+](=O)[O-])c1)OCC1CCCO1 (stereo unspecified)	2%	-24%	2%	2	-1%	3%	-1%	2%	3	2%	0.4%
O=C(O)CCC(=O)N1CCN(Cc2ccc3c(c2)OCO3)CC1	-1%	0%	4%	1	-4%	0%	1%	-2%	31[activator]	-9%	0.0%
CCOC(=O)C1CCCN(Cc2cccc(Cl)c2)C1 (stereo unspecified)	-8%	?	?	3	-5%	2%	-22%	1%	-3	-8%	-0.2%
CN1CCN(C(=O)c2cccc(S(=O)(=O)N3CCCCC3)c2)CC1	-12%	-20%	0%	2	-3%	3%	1%	3%	-6	-3%	-0.1%
O=Cc1cccn1-c1cccnc1	-4%	4%	-11%	1	-5%	4%	1%	6%	-10	0%	-0.4%
O=C(CN1CCN(c2nc(-c3ccccc3)cs2)CC1)Nc1ccc2c(c1)OCO2	-4%	-15%	2%	0	1%	-9%	9%	-3%	-6	3%	-0.4%
Cn1c(=O)c(C(=O)NCc2ccccc2Cl)c(O)c2ccccc21	-4%	8%	3%	2	-4%	3%	?	3%	-4	0%	-0.9%
CCOc1cc(S(=O)(=O)NCc2ccco2)c(OCC)cc1-n1cnnn1	-7%	24%	0%	0	0%	7%	-12%	2%	18	-4%	-0.2%
CS(=O)(=O)N(CC(=O)N1CCN(c2ccccc2F)CC1)c1cccc(C(F)(F)F)c1	3%	25%	4%	1	-2%	2%	-1%	0%	-22	0%	0.1%
CC(C(=O)O)c1ccc(C(=O)c2ccccc2)s1 (stereo unspecified)	-2%	/	-14%	/	-10%	-1%	/	/	3	/	0.0%
COc1ccc(-c2ccc(-c3nnc(Cc4ccc(OC)c(OC)c4)o3)cc2)cc1	0%	-20%	?	1	3%	-1%	-5%	3%	1	-10%	-0.2%
Cc1ccc(C)c2c1cc(C)c1nnc(SCC(=O)c3cccs3)n12	0%	-14%	?	-13	-3%	-2%	1%	-1%	-3	1%	4.1%
C#CCOC(=O)C[N+](C)(C)CC#Cc1ccccc1	-1%	-8%	-2%	2	2%	0%	-1%	5%	-14	-2%	0.0%
COc1ccc(N2CCN(C(=O)CCC(=O)N3CCOc4ccc(Cl)cc43)CC2)cc1	-5%	20%	2%	0	-28%	-12%	-8%	/	-1	5%	-0.4%
CS(=O)(=O)N1CCC(C(=O)Nc2cc(C(F)(F)F)ccc2Cl)CC1	-10%	14%	-3%	3	1%	-2%	11%	1%	-12	-15%	0.2%
CCNC(=S)NNC(=O)Nc1ccccc1	0%	-5%	?	-1	1%	0%	21%	-3%	-13	2%	0.0%
Cc1ccc(C(C(=O)NCc2ccc(F)cc2)N(C(=O)c2csnn2)C2CC2)cc1 (stereo unspecified)	1%	13%	13%	2	1%	0%	-13%	1%	-2	/	0.1%
CCOC(=O)c1c(C)[nH]c(C(=O)Cn2c(=O)oc3ccccc32)c1C	-4%	14%	1%	0	7%	-1%	0%	-1%	-9	0%	-0.2%
COc1ccc(OC)c([N+](=O)[O-])c1C(N)=O	-1%	0%	0%	-13	2%	4%	-6%	0%	6	0%	-0.4%
Cc1cc(C)nc(-n2nc(C)cc2NC(=O)c2cccc(S(=O)(=O)N3CCOCC3)c2)n1	-2%	-1%	0%	-3	2%	-1%	0%	-1%	1	-2%	-0.3%
O=C(Cc1cn(Cc2cccc(Cl)c2)c2ccccc12)N1CCCC1	-2%	-24%	1%	3	0%	-9%	-6%	-4%	-2	-1%	0.3%
Cc1cc(C(=O)N/N=C/C=C/c2ccccc2)n[nH]1	-1%	21%	-10%	-1	-1%	5%	/	/	-11	0%	-0.7%
COCCCNC(=O)Cn1nnc(-c2ccc(NC(=O)c3cccnc3)cc2)n1	/	/	?	0	-3%	/	2%	10%	/	-1%	-0.3%
Cc1ccc2c(c1)N(CCC(=O)NCCCOC(C)C)C(=O)C(C)O2 (stereo unspecified)	1%	-10%	-9%	-1	3%	-1%	10%	4%	-2	-2%	-0.3%
C=CCCN(C(CC(C)C)C(=O)OC)S(=O)(=O)c1ccccc1Br (stereo unspecified)	-9%	-11%	1%	-17&-14	0%	0%	15%	0%	-15&24	10%	-0.8%
O=C(CN(C(=O)c1csnn1)c1ccc(Cl)cc1)NCCc1ccccc1	-6%	5%	5%	2	2%	-3%	45%[activator]	17%	16	2%	0.0%
CC[C@@]1(C(=O)OC)N[C@H](CN(C)S(=O)(=O)c2ccccc2)[C@@H]2C(=O)N(C)C(=O)[C@@H]21	0%	-36%	-3%	/	1%	2%	/	/	-12	/	-0.5%
Cc1cccc(-n2c(O)c(C=Nc3ccccc3N)c(=O)[nH]c2=O)c1	-6%	-26%	-8%	-7	-9%	0%	10%	-3%	-5	-1%	-0.2%
COc1cccc(-c2nn(-c3ccccc3)cc2C(=O)NCC(=O)O)c1	1%	22%	1%	3	-5%	8%	0%	1%	-30	-7%	-0.3%
Cc1nn(-c2ccc(Cl)c(Cl)c2)c(C)c1C(=O)O	-9%	-6%	?	0	1%	-4%	-4%	0%	-6	1%	0.0%
CC(=O)NC(CC(=O)Oc1ccc(C)cc1Br)c1ccccc1 (stereo unspecified)	-6%	26%	0%	/	2%	-5%	/	-2%	3	22%	0.1%
O=C(Nc1c2c(nn1-c1cccc(Cl)c1)CS(=O)C2)c1ccc2c(c1)OCO2 (stereo unspecified)	/	0%	-8%	1	2%	1%	4%	-1%	4	-4%	-0.2%
Cc1ccc(NC(=O)COc2ccc(Cl)cc2Cl)cc1S(=O)(=O)N1CCOCC1	-2%	-4%	13%	/	?	/	/	/	-11	/	-0.8%
c1ccc(-n2cc(CNCCc3cscn3)c(-c3ccc4c(c3)OCO4)n2)cc1	0%	5%	-11%	0	0%	-2%	1%	2%	2	-2%	0.2%
CC(=O)c1ccc(S(=O)(=O)Nc2ccc(C(=O)NCCCn3ccnc3)cc2)cc1	-1%	-20%	0%	/	?	-2%	/	/	4	/	-0.6%
O=C(C1CCCO1)N1CCN(c2ccc(F)cc2)CC1 (stereo unspecified)	-5%	-5%	10%	2	-4%	4%	12%	1%	4	5%	0.0%
COc1ccc(CCNC(=O)c2nnc(CS(=O)(=O)c3ccccc3)o2)cc1OC	2%	10%	6%	-5	0%	-6%	-2%	/	6	0%	0.1%

Only part of the results is shown; count on the stated rates, not on these rows.
